Screening data deposited in PubChem BioAssay by National Center for Advancing Translational Sciences (NCATS).
Imprint erasure – genomic imprint erasure induction. mouse ES Peg3-LacZ reporter, beta-gal luminescence, 40 h. Potency, µM (highest dose often 60.7 µM), for the others: at the highest dose activity change, positive = activation, most hits filed as activators. actives 0.02% (n = 110,000);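 also: 0% = negative control wells on the plate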
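Readout: BetaGlo luminescence (5 min, room temp) for LacZ from the normally silent maternal Peg3 allele in female Peg3LacZ-Neo ES cells. Cells 300/well, 40 h, 37C, 5% CO2. Data normalized per plate to negative controls.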
IkB signaling – inhibitors of IkB signaling in ABC-DLBCL cells; actives 0.04% (n = 110,000); ABC-DLBCL IkBa-CBG/CBR dual luciferase ratio, 4 h; response scale: scaled: untreated 0%, proteasome inhibitor 100%; Potency, µM (doses to about 57.1 µM), for the others: at the top dose IkBa stabilization activation; active = well fitted curve in the direction sought with a large enough effect in the signal ratio, not every such curve was filed as active; inconclusive = small, poorly fitted or top-dose-only effect, or a change in a side signal; the % refers to the signal ratio;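 also: the direction sought is a rising ratio; 0% = basal untreated cells and 100% = reference inhibitor full response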
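Luminescence ratio of IκBα-fused green versus native red beetle luciferase in OCI-Ly3 cells, 4 h post-doxycycline with compound; red signal alone, scaled from basal (0%) to zero light (-100%), flagged nonspecific or cytotoxic effects.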
p53ts 32C kill – p53ts cell cytotoxicity, permissive temperature; actives 0.93% (n = 130,000); Potency, µM (titrated, usually from 46.1 µM), inactives show at the highest dose activity change, negative = cytotoxicity, usual class: cytotoxic; H1299-p53A138V at 32C, ATP luminescence viability, 24 h;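 also: 0% = DMSO and -100% = full killing by reference compound; nearly all actives have a fitted effect of over 55% in size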
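ATP-content luminescence (ATPlite) read-out after 24 h compound exposure at 32C in H1299-p53A138V cells (600/well). Tested up to 46 uM. Normalized to DMSO (0%) and 100 uM tamoxifen (100% killing); Hill-fit AC50.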
p53ts 39C kill – kills p53ts cells at the nonpermissive temperature | H1299-p53A138V viability at 39C, ATP luminescence, 24 h | Potency, µM (titrated, usually from 46.1 µM), for inactives: at the highest dose activity change, negative = cell killing, hits mostly cytotoxic | actives 1.5% (n = 130,000) | AID 902; also: nearly all actives have a fitted effect of over 55% in size
* marks the source's active call; other numbers are inactive results; ? = inconclusive; nt = not tested or not shown; [ ] = another dose, or the depositor's remark. Unless noted, calls follow the shape of the dose curve; as a rule, active = well fitted curve in the direction sought with a large enough effect; inconclusive = small, poorly fitted or top-dose-only effect, or another doubt; inactive = no such curve, though single readings can be large; an effect the other way counts as inactive or inconclusive. Unless noted, % is scaled to controls: 0 for no effect and ±100 for the full control effect; potency is read from the fitted curve at half-maximal effect.

SMILES	Imprint erasure	IkB signaling	p53ts 32C kill	p53ts 39C kill
O=C(CCCCn1c(=O)c2ccccc2n(Cc2ccccc2Cl)c1=O)NCCc1ccccc1	21.6%[10.9 µM]	-2.6%	17.3%	4.4%
COc1ccc2nc(SCC(N)=O)cc(C)c2c1	-3.9%	-3.4%	-0.4%	2.1%
Cc1cc2c(=O)n(Cc3ccco3)c(SCC(=O)N3CCCc4ccccc43)nc2s1	-29.0%	16.3%	22.0%	25.3%
CCCCC1CCC(C(=O)NC2CCS(=O)(=O)C2)CC1 (configuration not stated)	?	-0.4%	0.6%	-14.2%
CCOC(=O)N1CCN(C(=O)CSc2nnc(CNC(=O)c3ccccc3F)o2)CC1	-1.1%	-0.7%	8.9%	8.2%
COC(=O)[C@H]1C[C@@H]1[C@H](N)c1ccccc1	-6.5%	nt	5.2%	6.2%
Cn1c(=O)c(-c2ccccc2)nc2cnc(N3CCOCC3)nc21	-9.8%	2.2%[11.4 µM]	-7.0%	-14.0%
CN(CCCNC(=O)COc1cc(=O)n(C)c2ccccc12)Cc1ccccc1	-19.9%	7.2%	-14.3%	-16.6%
Cc1sc2ncnc(Sc3nnnn3-c3ccccc3)c2c1C	-33.3%[inhibitor]	?	?	-18.7%
CCn1nnc(NC(=O)c2cc(Cl)c(OC)c(Cl)c2)n1	-4.2%	0.3%	-1.9%	0.7%
C=CCn1sc(=N)c(C#N)c1N	0.7%	0.4%	-2.2%	-3.7%
COc1ccccc1CNC(=O)c1ccc2c(c1)nc(C)n2-c1cccc(C)c1	-20.5%[10.9 µM]	-2.5%	10.3%	-6.4%
CCOC(=O)c1ccc(N2C(=O)CC(N3CCOCC3)C2=O)cc1 (configuration not stated)	-10.3%	3.3%	10.9%	6.6%
c1ccc2c3c(cc(N4CCOCC4)c2c1)OC1(N2CCOCC2)CCCCC1O3 (configuration not stated)	-1.6%	2.4%	-6.8%	-7.4%
CC(=O)Nc1ccn(Cc2c(F)cccc2Cl)n1	-6.5%	-2.0%	-0.9%	19.2%
COc1ccc(-c2cc3ccc(O)c(CN4CCC(C)CC4)c3oc2=O)cc1OC	-3.0%[10.9 µM]	0.1%	6.0%	4.4%
CCOc1ccc(NC(=O)CC2NCCNC2=O)cc1 (configuration not stated)	?	0.3%	-5.0%	0.8%
COc1ccc(Nc2nc3c(S(=O)(=O)c4ccccc4)nnn3c3ccc(Cl)cc23)cc1	-5.3%[10.9 µM]	-0.3%	?	10µM*
O=C(O)c1cc(-c2ccncc2)nc2ccc(S(=O)(=O)N3CCOCC3)cc12	-10.3%	-3.1%	-1.2%	3.4%
Cn1c(SCc2cccc(F)c2)nnc1-c1ccccn1	-15.6%	0.8%	-3.0%	-6.2%
C=CCc1cccc(CNc2nc3ccccc3n2CCN2CCOCC2)c1O	-11.8%	-0.5%	1.1%	1.9%
Cc1c(C(=O)N2CCCC2)sc(NC(=O)c2ccccc2)c1C#N	nt	nt	10.4%	-2.7%
COc1ccc2c(CC(=O)N(C)CC3COc4ccccc4O3)coc2c1 (configuration not stated)	-13.0%	6.4%	0.2%	-11.5%
O=C(CN1CCCN(Cc2ccccc2Cl)S1(=O)=O)Nc1ccc2c(c1)OCCO2	-9.5%[10.9 µM]	?	-6.2%	-11.0%
COc1cccc(NC(=O)c2nc3ncccn3n2)c1	-7.2%	1.8%	-12.5%	-3.5%
New compounds follow:
SMILES	Imprint erasure	IkB signaling	p53ts 32C kill	p53ts 39C kill
Cn1c(=O)c(CCc2ccccc2)nc2cnc(OCc3ccccc3)nc21	0.7%	2.1%[11.4 µM]	-2.0%	-1.6%
CCOC(=O)c1cc(C)n(CC2CCC(C(=O)Nc3cccc(Cl)c3)CC2)c1C (configuration not stated)	-9.6%[10.9 µM]	-1.9%	18.9%	-7.4%
COC(=O)c1cccc(C(=O)Nc2ccc(C)cc2)n1	-88.1%[inhibitor]	3.4%	?	?
COc1ccccc1-c1cnnc(N/N=C/c2ccc(-c3cccc(Br)c3)o2)n1	nt	nt	16.9%	22.4%
CCCSc1ncc(Cl)c(C(=O)Nc2nc3ccc(C)cc3s2)n1	4.8%[10.9 µM]	?	-9.8%	-15.4%
Cn1cc(S(=O)(=O)N2CCCCCC2)cc1C(=O)NCc1ccc(Cl)cc1	-5.7%[10.9 µM]	?	7.7%	-23.4%
COc1ccc(NC(=O)c2oc3ccccc3c2NC(=O)c2cc(=O)c3ccccc3o2)cc1	-6.9%[10.9 µM]	8.8%	-0.2%	20.5%
CCC(=O)Nc1cc2c(cc1C(=O)c1ccccc1)OCCO2	-11.1%	0.2%	5.7%	2.7%
CCC(c1nnnn1C(C)(C)C)N(CCOC)Cc1cc2cccc(C)c2n2nnnc12 (configuration not stated)	-1.0%	0.6%	-4.6%	7.2%
O=c1ccc2cc(S(=O)(=O)N3CCOCC3)ccc2o1	-0.7%	1.3%	-5.3%	-0.5%
CCOC(=O)c1noc2ncn(CC(=O)Nc3cc(Cl)ccc3OC)c(=O)c12	-5.2%[10.9 µM]	1.9%	-6.3%	-1.9%
Cc1ccccc1NC(=O)N1CCCC(c2nc(-c3ccc(F)cc3)no2)C1 (configuration not stated)	-64.6%[inhibitor]	-0.6%	-14.4%	-14.0%
O=C(O)c1ccc(S(=O)(=O)N2CCC(c3nc(-c4ccccc4Cl)no3)CC2)cc1	-4.7%	1.1%	14.0%	16.4%
CC(C)(C)NC(=O)c1oc2ccccc2c1NC(=O)c1ccc(F)cc1	23.4%[10.9 µM]	0.9%	-3.9%	-8.0%
COc1ccccc1N(CC(=O)Nc1ccccc1C(F)(F)F)S(=O)(=O)c1ccc(C)cc1	-15.5%[10.9 µM]	?	11.2%	5.2%
O=C(O)Cc1ccc(NC(=O)C2CCCCC2C(=O)O)cc1 (configuration not stated)	0.4%	0.5%	-3.5%	9.2%
CCOc1ccc(NC(=O)Cn2cc(C(=O)c3ccc(C)cc3)c(=O)c3cc4c(cc32)OCCO4)cc1	10.6%[10.9 µM]	0.8%	0.6%	-17.5%
CCCOc1ccc(C(=O)C(c2ccccc2)N2CCOCC2)cc1 (configuration not stated)	-13.9%	0.7%	6.6%	0.1%
COC(=O)CN1C(=O)C(O)(c2c(C)[nH]c3ccccc23)c2ccccc21 (configuration not stated)	8.3%[10.9 µM]	0.3%	5.4%	21.3%
O=C(CCc1ccccc1)Nc1nc2n(n1)C(c1ccccc1)CC(=O)N2 (configuration not stated)	-1.7%	2.0%	4.4%	14.4%
COC(=O)c1cc(=O)nc2sc(-c3ccccc3)nn12	-9.7%	1.0%	0.5%	9.4%
COc1ccc(C/C(N)=N/n2cnnc2)cc1Cl	-0.9%	0.1%	2.8%	5.5%
NC(=O)c1ccc(-n2nnnc2Oc2ccccc2)cc1	-7.2%	-1.0%	3.3%	2.7%
CC(C)C12CN3CC(C(C)C)(CN(C1)C3c1ccc(Cl)cc1)C2=O (configuration not stated)	-11.5%[10.9 µM]	?	-3.0%	-2.5%
CC1(C)CC(CCC(=O)Nc2ccc(S(N)(=O)=O)cc2)C(=O)O1 (configuration not stated)	-4.3%	0.8%	-2.8%	0.4%

One compound at a time, as listed above. Screens in order: Imprint erasure | IkB signaling | p53ts 32C kill | p53ts 39C kill
COc1ccc(C/C(N)=N/n2cnnc2)cc1Cl reads -0.9% | 0.1% | 2.8% | 5.5%
Cn1cc(S(=O)(=O)N2CCCCCC2)cc1C(=O)NCc1ccc(Cl)cc1 reads -5.7%[10.9 µM] | ? | 7.7% | -23.4%
CCCOc1ccc(C(=O)C(c2ccccc2)N2CCOCC2)cc1 (configuration not stated) reads -13.9% | 0.7% | 6.6% | 0.1%
CCC(=O)Nc1cc2c(cc1C(=O)c1ccccc1)OCCO2 reads -11.1% | 0.2% | 5.7% | 2.7%
CC1(C)CC(CCC(=O)Nc2ccc(S(N)(=O)=O)cc2)C(=O)O1 (configuration not stated) reads -4.3% | 0.8% | -2.8% | 0.4%

Later entries.
SMILES	Imprint erasure	IkB signaling	p53ts 32C kill	p53ts 39C kill
COc1ccc(OCc2ccc(-c3nc(C#N)c(NC(C)c4ccccc4)o3)o2)cc1 (configuration not stated)	-18.3%[10.9 µM]	-2.0%	-1.3%	-10.8%
CN1C(C(=O)Nc2ccc(F)cc2F)=CC(c2ccc3c(c2)OCO3)=NS1(=O)=O	16.1%[10.9 µM]	0.5%	-2.9%	2.4%
Cc1ccc(N2C(=O)CSC23C(=O)Nc2ccccc23)cc1F (configuration not stated)	-1.1%[10.9 µM]	?	5.2%	-5.2%
Cn1cc(C(=O)NCc2ccccc2)c(=O)c2cc(S(=O)(=O)N3CCOCC3)ccc21	3.2%[10.9 µM]	-0.8%	7.2%	-1.4%
COc1cc(CO)cc(Br)c1OCC(=O)N1CCCCC1	-34.8%[inhibitor]	-0.3%	-5.5%	-7.2%
COc1cc(NC(=O)C2CCN(S(=O)(=O)c3ccc4c(c3)CCCC(=O)N4)CC2)cc(OC)c1	28.5%[10.9 µM]	2.2%	-6.7%	-8.6%
CCOc1ccccc1NC(=O)Cn1c(C)cc(COC)c(C#N)c1=O	-5.8%	7.9%	1.8%	15.3%
O=C(Cn1cnc2ccccc2c1=O)NCCC(=O)Nc1ccc2c(c1)OCCO2	-4.3%	2.9%	7.7%	2.6%
Cc1cccc(C)c1OCC(=O)NC(Cc1c[nH]c2ccccc12)C(=O)O (configuration not stated)	7.2%[10.9 µM]	4.9%	1.9%	27.1%
O=C(Nc1cccc(NC(=O)c2ccccc2Cl)c1)c1cccc(Br)c1	-14.6%[10.9 µM]	-0.6%	5.3%	3.2%
Cc1ccc(NC(=O)c2noc3c2CCCCC3)cc1C	-62.4%[inhibitor]	?	-11.8%	-12.5%
O=C(O)COc1ccc(-c2nnn(CC(=O)O)n2)cc1	-9.1%	1.4%	6.0%	5.0%
Cc1c(NC(=O)C2CC(c3c(F)cccc3Cl)=NO2)c(=O)n(-c2ccccc2)n1C (configuration not stated)	-14.2%	2.2%	8.7%	20.7%
Cc1ccc(C)c(Cn2c(C(C)NC(=O)c3ccc(F)cc3)nc3ccccc32)c1 (configuration not stated)	5.4%[10.9 µM]	?	6.3%	-15.6%
O=c1c(-c2ccc(F)cc2)nc2cnc(N3CCNCC3)nc2n1C1CC1	-40.1%[inhibitor]	-2.1%[11.4 µM]	-10.9%	-8.3%
COc1cccc(C2CC(c3ccccc3Cl)Nc3ncnn32)c1 (configuration not stated)	3.8%	-1.7%	-3.7%	-4.3%
O=C(NCCO)c1ccc2[nH]c3c(c2c1)CCCC3	-8.4%	-0.2%	?	-26.9%
O=C(CSCc1ccccc1)NC1CCSC1=O (configuration not stated)	-4.0%	-0.8%	1.5%	8.7%
CCOCCn1c(N(C)Cc2ccccc2)nc2c1c(=O)[nH]c(=O)n2C	-10.7%	-0.4%	6.4%	0.1%
Cc1ccc(-c2cc(C(F)F)n3ncc(C(=O)N4CCN5CCCC5C4)c3n2)cc1 (configuration not stated)	22.5%	-2.2%	6.0%	2.9%
CCOC(=O)C1=C(C)Nc2nc(C)nn2C1c1ccc(OC)c(OC)c1 (configuration not stated)	-1.9%	-1.8%	0.7%	3.8%
Cc1cc(-n2c(C)nc3ccccc3c2=O)ccc1NC(=O)c1cccc([N+](=O)[O-])c1C	-5.7%[10.9 µM]	-0.1%	11.5%	-6.8%
CCc1ccc(OCc2nc(-c3ccc(OC)cc3)no2)c(Br)c1	-14.1%[10.9 µM]	?	3.9%	?
CCN1CCN(C(=O)C2CCN(Cc3nc(-c4ccc(Cl)cc4)oc3C)CC2)CC1	1.6%	-0.3%	-10.7%	1.6%
COc1ccc(Nc2c3c(nc4nncn24)CCC3)cc1OC	-13.5%[10.9 µM]	-0.4%	4.7%	-23.1%
CCOc1ccc(NC(=O)C(NS(=O)(=O)c2cccc3nsnc23)c2ccccc2)cc1 (configuration not stated)	-18.8%[10.9 µM]	-6.0%	10.4%	4.5%

Three entries out of the list, arranged by formula weight, rising.
SMILES	Imprint erasure	IkB signaling	p53ts 32C kill	p53ts 39C kill
Cc1c(C(=O)N2CCCC2)sc(NC(=O)c2ccccc2)c1C#N	nt	nt	10.4%	-2.7%
COC(=O)CN1C(=O)C(O)(c2c(C)[nH]c3ccccc23)c2ccccc21 (configuration not stated)	8.3%[10.9 µM]	0.3%	5.4%	21.3%
CCOc1ccc(NC(=O)Cn2cc(C(=O)c3ccc(C)cc3)c(=O)c3cc4c(cc32)OCCO4)cc1	10.6%[10.9 µM]	0.8%	0.6%	-17.5%
